MgcRacGAP inhibition = MgcRacGAP GTPase-activating activity inhibitors, confirmation, biochemical, ADP Hunter fluorescence | AID 624330 | MgcRacGAP-stimulated Rac1 GTP hydrolysis, ADP Hunter fluorescence; higher % means a stronger effect; GST-tagged Rac1 F28L mutant substrate | 340,000 compounds, 0.6% hits | one-dose inhibition, % at 30 µM; IC50 in µM for titrated hits;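 active = first-screen hits whose inhibition reached a set limit at any dose in the follow-up dose series; inconclusive = inhibition above the set first-screen limit but never retested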;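 also: fluorescence reports GDP produced by GAP-driven GTP hydrolysis; strong numbers were not always called active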
SIAH1 antagonists = Siah-1 peptide-binding antagonists, primary screen, biochemical, fluorescence polarization, rhodamine-plectin, uHTS (AID 1817) | Siah-1 / rhodamine-plectin peptide fluorescence polarization; higher % means a stronger effect | displacement, % at 20 µM, or IC50 in µM where a hit was titrated | 290,000 compounds, 0.02% hits;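 active = displacement of at least 50% at 20 µM, with a fluorescence ratio check between 0.3 and a set limit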;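 also: plate controls were Siah plus tracer with DMSO for no effect and tracer alone without Siah for full effect; strong numbers were not always called active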
LYP inhibition = PTPN22 lymphoid phosphatase activity blockers – biochemical, fluorescence intensity, uHTS (AID 1779); recombinant LYP phosphatase, fluorescence intensity; higher % means a stronger effect; one-dose inhibition, % at 11.5 µM; IC50 in µM for titrated hits; 290,000 compounds, 0.054% hits; in the data active = inhibition above about 50%;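 also: plate controls were vehicle with enzyme for no effect and no enzyme for full effect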
NTR1 ag = agonists of NTR1, primary screen, imaging, U2OS cells, beta-arrestin-GFP, high content (AID 493036). P30989. NTR1-U2OS beta-arrestin-GFP spot imaging, agonist mode. 330,000 compounds, 0.17% hits. activation, % at 20 µM;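 active = activation at or above 40% of the spot to cytoplasm intensity ratio, with at least 20 cells analyzed; inconclusive = wells under 20 cells, flagged as cytotoxic or low count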;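 also: 0% = DMSO without peptide and 100% = 100 nM NTR1 peptide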
Target sequence (P30989 whole entry, looked up): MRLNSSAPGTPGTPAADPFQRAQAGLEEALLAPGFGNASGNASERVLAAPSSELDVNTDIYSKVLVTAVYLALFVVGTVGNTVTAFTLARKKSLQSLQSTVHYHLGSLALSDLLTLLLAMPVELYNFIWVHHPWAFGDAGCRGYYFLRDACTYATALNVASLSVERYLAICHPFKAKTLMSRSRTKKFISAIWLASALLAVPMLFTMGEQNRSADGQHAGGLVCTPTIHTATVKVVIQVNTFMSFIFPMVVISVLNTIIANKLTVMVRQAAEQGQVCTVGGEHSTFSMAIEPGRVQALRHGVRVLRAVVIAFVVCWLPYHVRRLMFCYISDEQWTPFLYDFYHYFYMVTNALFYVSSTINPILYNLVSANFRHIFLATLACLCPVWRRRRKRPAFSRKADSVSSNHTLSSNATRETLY
GPR35 arrestin U2OS = GPR35 antagonists blocking zaprinast-driven arrestin recruitment, primary screen, imaging, U2OS, beta-arrestin-GFP, zaprinast agonist (AID 2058); U2OS GPR35 beta-arrestin-GFP translocation imaging, zaprinast antagonism; higher % means a stronger effect; inhibition, % at 10 µM; hits with a dose series show IC50 in µM; 290,000 compounds, 0.052% hits;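 active = inhibition of at least 50% with at least 30 cells and total cytoplasm GFP at most 10,000,000; inconclusive = under 30 cells or total GFP of 10,000,000 plus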
PhoP inhibition = PhoP-dependent GFP reporter repression – Salmonella Typhimurium, primary screen (AID 1863) | inhibition, % at 50 µM, or IC50 in µM where a hit was titrated | S. Typhimurium PhoP-regulated promoter GFP reporter, 4 h; higher % means a stronger effect | 300,000 compounds, 0.16% hits;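 active = inhibition over 29.93%, a cutoff 3 SD above the screen mean, later confirmed by dose response; inconclusive = inhibition over 29.93% but no dose response follow-up; inactive = inhibition at most 29.93% or unconfirmed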;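 also: 0% = low Mg2+ inducing control and 100% = high Mg2+ repressing control; strong numbers were not always called active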
HIV peptide binding = inhibitors of HIV fusion peptide binding, primary screen, biochemical, uHTS, fluorescence dequenching (AID 1986). inhibition, % at 20 µM, or IC50 in µM where a hit was titrated. 290,000 compounds, 0.3% hits. cell-free peptide binding, fluorescence dequenching, 30 min; higher % means a stronger effect; in the data active = inhibition mostly above about 52%, no sharp cut-off; inactive = mostly below about 76%; also: some results filed as inactive read as strong as hits
GPR55 antagonists = GPR55 antagonists blocking LPI-driven arrestin recruitment, primary screen, imaging, U2OS, beta-arrestin-GFP, LPI agonist (AID 2013) | U2OS GPR55 beta-arrestin-GFP translocation imaging, LPI antagonism; higher % means a stronger effect | inhibition, % at 10 µM, or IC50 in µM where a hit was titrated | 290,000 compounds, 0.13% hits;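 active = spots per cell inhibited over 60%, with over 100 cells counted and total cytoplasm intensity under 500,000; inconclusive = wells with under 100 cells, flagged as likely toxic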;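 also: U2OS cells stably carrying GPR55 and arrestin-GFP stimulated by 5 µM LPI near EC80; imaged beta-arrestin-GFP aggregate spots per cell after agonist stimulation; plate controls were LPI-stimulated DMSO wells for no effect and DMSO wells without LPI for full effect; some results filed as inactive read as strong as hits; confirmed hits need IC50 under 10 µM and bright autofluorescent wells are also inconclusive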
Myeloid diff MLP = compounds promoting myeloid differentiation; AID 624256; 360,000 compounds, 1% hits; calls only at 10 µM; ER-HoxA9 myeloid progenitors, lysozyme-GFP differentiation, flow cytometry;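 active = normalized GFP-positive differentiation at or above the plate's own cutoff, the solvent-only control mean plus 3 SD; inconclusive = no clear call, values can overlap the other calls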;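 also: cells exposed to compound for four days before flow analysis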
NTR1 ag cell count 20 µM = further read-out of NTR1 ag, marked with its call; cell count; measured here: cell count, cytotoxicity flag
Myeloid diff MLP GFP+ MAC1+ % = recorded beside Myeloid diff MLP, whose call it bears; GFP+ MAC1+ double positive, %; measured here: differentiation confirmed by MAC1 staining
The depositor's hits bear a star; i = inactive; ? = inconclusive; nt = no result given.

mol,MgcRacGAP inhibition,SIAH1 antagonists,LYP inhibition,NTR1 ag,NTR1 ag cell count 20 µM,GPR35 arrestin U2OS,PhoP inhibition,HIV peptide binding,GPR55 antagonists,Myeloid diff MLP,Myeloid diff MLP GFP+ MAC1+ %
O=C(O)c1cccc(NC(=O)c2cn(-c3ccccc3)nc2-c2cccc(Br)c2)c1,-6%,11%,-8%,2.8,64,-8%,1%,52%,-11%,i,0.4
Cc1ccc(C)c(N(CC(=O)NC2CCCC2)C(=O)CNC(=O)c2cccs2)c1,3%,-4%,-11%,-0.8,39,8%,2%,1.6%,-8%,i,0.6
CCOC(=O)Cc1c(C)nc2c(-c3ccccc3OC)c(C)nn2c1C,-4%,-3%,-1%,-2.6,50,10%,11%,0.1%,-10%,i,0.7
O=C(CCCCCNC(=O)N1CCn2c1nc1ccccc12)NCc1ccccc1Cl,5%,0%,-13%,-0.2,47,12%,4%,-1.0%,-1%,i,0.8
CC1(c2cccc([N+](=O)[O-])c2)CC(C)(C)N(C(=O)c2ccccc2)c2ccccc21 (configuration not stated),6%,-6%,-8%,11,81,16%,4%,-2.7%,18%,i,0.9
CCC/C(C)=C/c1ccc(CC)cn1,7%,-4%,-5%,nt,nt,3%,-2%,-0.6%,10%,i,0.3
CCn1c(NC(=O)c2nn(C)cc2Br)nc2ccccc21,6%,6%,-3%,-0.4,27,0%,5%,0.6%,-11%,i,0.1
CCN(CC(=O)Nc1c(F)cccc1F)C(=O)CCC(=O)c1ccc(C)cc1,3%,nt,nt,0.0,54,nt,7%,nt,nt,i,1.0
COCCCN(C(=S)Nc1c(C)cc(C)cc1C)C(C)c1ccccn1 (configuration not stated),16%,16%,-7%,1.2,58,-10%,4%,-0.3%,13%,i,0.6
CCOC(=O)C1CCN(CCC(=O)Nc2cc(C)ccc2C)CC1,3%,0%,-8%,-0.4,65,12%,-17%,-0.7%,0%,i,0.1
COc1ccccc1N1C(=S)N=C(Nc2c(C)cccc2C)C12CCCC2,2%,2%,0%,0.3,43,23%,-3%,-0.9%,-1%,i,0.6
COCC(=O)N1CCN(c2nc3ccccc3o2)CC1,5%,2%,1%,0.4,65,-11%,-1%,1.2%,-15%,i,0.8
CC(C)n1c(N2CCN(CC(=O)Nc3ccc4c(c3)OCCO4)CC2)nc2ccccc21,5%,5%,4%,1.9,90,16%,-4%,0.5%,10%,i,0.9
CC1=CS/C(=C(/C#N)C(=O)N2CCCCC2)N1c1ccccc1,9%,-1%,3%,-0.5,40,6%,6%,2.8%,0%,i,0.8
COCOc1ccc(C=O)c(O)c1,6%,nt,nt,0.9,97,nt,5%,nt,nt,i,2.2
CC(=O)C1=C(O)C(=O)N(c2ccc(O)cc2)C1c1ccccc1 (configuration not stated),17%,4%,-5%,0.7,103,1%,0%,-2.1%,1%,i,0.5
CCn1c(O)c(C=NCCN2CCOCC2)sc1=S,6%,4%,-15%,-0.6,40,-7%,-13%,-2.3%,-8%,i,0.8
COc1ccc(Cc2noc(CN(C)Cc3cccc(-n4cccn4)c3)n2)cc1OC,-2%,0%,-6%,0.0,96,21%,2%,-1.6%,-5%,i,0.3
CCOc1ccc(CNS(=O)(=O)c2c(C)nc3sccn3c2=O)cc1OC,4%,8%,-11%,4.5,53,14%,nt,1.3%,7%,i,2.3
O=C(c1ccccc1)c1ccc2nc(N3CCN(C(=O)c4ccco4)CC3)c3nncn3c2c1,6%,36%,11%,8.1,100,-11%,-9%,-2.3%,-7%,?,nt
COc1cccc2[nH]c(C(=O)NN)c(N)c12,99µM*,-9%,-5%,3.1,37,11%,-1%,-2.4%,-2%,i,0.3
CCCC1CCc2c(sc(NC(=O)OCC)c2C#N)C1 (configuration not stated),5%,-1%,-2%,8.1,58,-7%,4%,2.2%,-2%,i,0.0
CCCS(=O)(=O)N1CCN(Cc2ccccc2C(F)(F)F)CC1,13%,-3%,0%,0.8,59,2%,8%,0.0%,-12%,i,4.1
CC1(C)CC(=O)C2=C(C1)Nc1ccccc1S2,22µM*,15%,-2%,0.7,58,-4%,-10%,13%,-19%,i,0.7
COc1ccccc1NC(=O)Nc1nc(CC(=O)NCc2ccccn2)cs1,1%,nt,nt,0.6,63,nt,16%,nt,nt,i,0.9
CCOc1cc(-c2cc(-c3ccc(NC(C)=O)cc3)nc(N)c2C#N)ccc1O,28%,0%,-11%,9.4,68,-12%,-4%,0.1%,-6%,i,0.4
COc1cccc(CN(Cc2ccco2)S(=O)(=O)c2ccc(S(=O)(=O)NCc3ccccc3)cc2)c1OC,17%,3%,4%,4.0,52,-8%,7%,2.7%,4%,i,8.0
Cc1nc2ccc(S(=O)(=O)N(C)CC(=O)Nc3ccccc3F)cc2s1,3%,-2%,-7%,-0.6,35,-2%,-5%,0.6%,-3%,i,0.1
CCC(C(=O)NC1CCCC1)N(Cc1ccccc1Cl)C(=O)c1snc(C(N)=O)c1N (configuration not stated),1%,-2%,2%,4.6,39,-17%,-2%,1.3%,-10%,?,nt
COc1ccc(-n2c(C)cc(C(=O)CN3CCCCC3)c2C)cc1,0%,-4%,-7%,1.0,34,-1%,1%,-2.6%,-3%,i,0.0
CC1CCN(c2nc(-c3ccco3)c3c(c2C#N)CC(C)(C)OC3)CC1,7%,5%,8%,4.4,41,0%,-13%,6.1%,9%,i,3.1
O=C(C1CCN(S(=O)(=O)c2ccc(Cl)cc2)CC1)N1CCC1,-4%,nt,nt,1.8,65,nt,-10%,nt,nt,i,0.5
O=C(NCc1ccc(Cl)cc1)C(=O)NCC1OCCCN1S(=O)(=O)c1cccs1 (configuration not stated),7%,-4%,7%,0.7,60,1%,0%,-0.7%,21%,i,0.7
O=C(c1cccc(Br)c1)N1CCN(c2ccc(N3CCOCC3)nn2)CC1,2%,nt,nt,2.7,66,nt,-3%,nt,nt,i,0.4
COc1cc(OC)cc(C(=O)NC(=S)NNC(=O)[C@H]2C[C@@H]2c2ccccc2)c1,12%,3%,-1%,1.8,51,-1%,-11%,3.2%,0%,i,0.8
Cc1c(Cl)cccc1NC(=O)C1CCN(S(C)(=O)=O)CC1,2%,6%,-6%,-0.6,66,5%,10%,-0.2%,-2%,i,0.7
O=C(NC(=S)NCc1ccccc1)C1CC1,nt,-1%,-9%,0.9,65,3%,-2%,0.6%,-2%,i,0.2
CCCc1nc(-c2ccccc2)c(-c2ccc(OC)c(OC)c2)c(=O)[nH]1,8%,-1%,-8%,0.3,57,-18%,2%,-2.1%,4%,i,0.3
O=C(CC(C(=O)O)c1cccc(Br)c1)c1ccc(Cl)cc1 (configuration not stated),5%,19%,-6%,-0.2,84,3%,-3%,5.3%,10%,nt,nt
CC1=C(C(=O)Nc2ccccc2C(=O)NCCCOC(C)C)SCCO1,0%,8%,-9%,0.9,76,-5%,0%,0.9%,30%,i,1.2
C[C@@H](NC(=O)c1cc2c([nH]c3ccccc32)c(-c2ccccc2)n1)C(=O)O,15%,-3%,-3%,1.4,76,-13%,14%,7.7%,8%,i,0.3
COc1cc(NC(=O)C2CCC(=O)N2S(=O)(=O)c2ccc(C)cc2)cc(OC)c1 (configuration not stated),5%,8%,-4%,-0.4,44,-5%,-2%,-1.3%,11%,i,2.2
COc1cc(/C=C/C(=O)O)cc(S(=O)(=O)Nc2ccccc2Cl)c1OC,6%,10%,-1%,0.5,47,-4%,-10%,1.3%,-3%,i,1.0
CNC(=S)N/N=C(\C)c1ccc(Cl)s1,8%,-10%,1%,3.5,34,-1%,10%,-3.1%,-5%,i,0.1
CCCCn1c(N)c(N(CC(C)C)C(=O)CC2CCCCC2)c(=O)[nH]c1=O,-3%,nt,nt,-0.8,53,nt,-2%,nt,nt,i,0.8
CCOC(=O)CSc1nnc(-c2cccnc2)o1,8%,4%,-3%,1.7,68,-15%,1%,1.9%,10%,i,0.8
Cc1ccc(-n2ncc3c(=O)[nH]c(SCC(=O)N4CCOCC4)nc32)cc1,10%,0%,-2%,2.6,56,-6%,4%,1.6%,6%,i,0.8
OC1CN=C2CCCc3c2n(c2ccc(Cl)cc32)C1 (configuration not stated),17%,4%,-3%,2.0,51,0%,7%,2.8%,0%,i,1.0
COc1ccc(CCNC(=O)c2c(-c3ccccc3Cl)noc2C)cc1,0%,0%,-12%,0.1,57,9%,8%,4.1%,-9%,i,1.2
COCCN(CC(=O)NCc1ccc(F)cc1)C(=O)CCC(=O)Nc1ccccn1,8%,2%,-5%,-1.0,68,22%,28%,-1.6%,18%,i,0.3
O=c1[nH]c(C2CCN(S(=O)(=O)c3ccc4c(c3)OCCO4)CC2)nc2c1nnn2Cc1ccccc1,6%,0%,-12%,1.9,62,12%,nt,0.3%,-4%,?,nt
CC(OC(=O)CNC(=O)c1ccc(Cl)c([N+](=O)[O-])c1)C(=O)NCc1ccco1 (configuration not stated),5%,nt,nt,0.9,69,nt,5%,nt,nt,i,1.2
CCOCCCNC(=O)C1(O)c2ccccc2NC(=O)N1c1ccc(C)c(C)c1 (configuration not stated),6%,-3%,-5%,0.6,83,3%,8%,1.1%,-2%,i,0.5
CN(Cc1ccc(Cl)cc1Cl)C(=O)CNC(=O)c1ccc2c(c1)OCO2,8%,nt,nt,1.7,72,nt,-2%,nt,nt,i,0.4
COc1ccc(NC2CCCN(C(=O)CCN3CCCC3=O)C2)cc1 (configuration not stated),?,4%,-10%,-1.0,53,4%,6%,0.9%,15%,i,0.6
COc1cccc(-c2nc(C=O)cs2)c1,3%,-2%,1%,-0.6,90,1%,-9%,1.0%,-3%,i,1.1
CCCOc1ccc(N2C(=O)CC(N(CCOC34CC5CC(CC(C5)C3)C4)C(C)=O)C2=O)cc1 (configuration not stated),4%,-2%,0%,1.8,56,-2%,-3%,-2.9%,-11%,i,0.4
CC(CN1CCOCC1)OC(=O)c1ccc(Cl)cc1Cl (configuration not stated),10%,3%,-1%,0.1,52,5%,0%,1.3%,9%,i,0.2
Clc1ccc(-c2nc3ccncc3[nH]2)cc1,-14%,0%,-5%,2.9,37,26%,21%,-3.5%,-8%,i,0.3
